# Source: PubChem BioAssay
# T cell modulator: T cell immune modulation candidate; 2C CD8+ T cell-vesicle binding, flow cytometry; hits give low values; calls only at 7 µM; hit rate 0.068% among 330,000; AID 2052;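 active means response, share of CD8 T cells binding vesicles, and their 90th percentile fluorescence all below set limits, cut at about 80% in these data, passing the limit was not always enough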
#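 Also added: QL9-peptide-loaded Drosophila micro-vesicles bearing Ld, ICAM-1 and B7-1; Test system: purified 2C TCR transgenic mouse naive CD8+ T cells; Measured by: cytometric PE anti-B7-1 and Alexa647 anti-CD8 signals after 1% paraformaldehyde fixation; Timing: binding step 1.5 h, 37 °C, antibody labelling 20 min, ice.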
# Lipid droplet: hepatic lipid droplet formation modulation. inhibition, % at 6.5 µM. AID 1656. AML12 mouse hepatocytes, oleate lipid droplets, BODIPY imaging. hit rate 0.4% among 240,000;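 active means lipid droplet intensity inhibited by at least 50%, with more than 500 cells counted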
#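 Assay system: AML12 mouse liver cells | Compound: 6.5 µM single-point dosing | Schedule: Overnight exposure | Technique: Fluorescence imaging, 20x objective, two fields per well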
# b-catenin transl: modulators of beta-catenin nuclear translocation; HeLa beta-catenin nuclear translocation, immunofluorescence imaging; nuclear translocation activity, % at 5 µM; hit rate 0.3% among 190,000; AID 1665;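 active means nuclear translocation activity above 50% at 5 µM, with a well cell count of 50 or more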;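 further: per-cell ratio of nuclear to cytoplasmic median beta-catenin stain intensity; plate controls were DMSO negative control for no effect and GSK-3 inhibitor IX positive control for full effect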
#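 Signal – beta-catenin immunofluorescence imaging with DAPI · Test system – human HeLa cell line · Dosing – 5 µM primary single dose, 0.1% DMSO, 0.02–20 µM confirmation series · Measure – % activation, nuclear-to-cytoplasmic median beta-catenin signal ratio per cell · Incubation – 24 h compound exposure at 37°C, 5% CO2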
# Lipid droplet cells 6.5 µM: also measured in Lipid droplet; calls as there; cell count; measured here: cell count, cytotoxicity flag;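 cells counted across two imaged fields per well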
# b-catenin transl cell count 5 µM: second read-out of b-catenin transl, no call of its own (marks repeat the call); cell count; measured here: cell count, cytotoxicity flag
# T cell modulator vesicle-bound %: second read-out of T cell modulator, no call of its own (marks repeat the call); double positive events, %; measured here: CD8+ vesicle-bound cell fraction;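 binding gate set so that unloaded-vesicle control wells show 10% double positive cells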
# * = called active by the depositor; i = inactive.
No.	compound	T cell modulator	T cell modulator vesicle-bound %	Lipid droplet
1	CSC1=NCCN1C(=O)c1ccc2ccccc2c1	i	37.3	-27.5
2	CC(=O)N1CCC(N(C(=O)Nc2ccc(Cl)cc2)C(C)C)CC1	i	26.3	5.0
3	Cc1c(-c2nc(-c3ccc(C(C)(C)C)cc3)no2)n(C)oc1=O	i	36.3	24.3
4	CC1=C(C(=O)NC(C)c2ccccc2)C2(CCC(C)CC2)OC1=O (stereo unspecified)	i	26.1	42.3
5	O=C(CCc1ccccc1)Nc1cccnc1Cl	i	32.3	0.9
6	CCN1CCN(c2cc(C)c3cc(NC(=O)c4cc(OC)cc(OC)c4)ccc3n2)CC1	i	28.5	31.8
7	CCc1ccc(/C=N/NC(=O)c2ccccn2)cc1	i	23.3	-2.2
8	O=C(Cc1cccs1)N/N=C/c1ccccn1	i	26.2	-10.0

No.	Lipid droplet cells 6.5 µM	b-catenin transl	b-catenin transl cell count 5 µM
1	697	-0.3	1354
2	708	0.1	1309
3	718	-0.8	1390
4	709	1.3	1240
5	662	0.3	1295
6	702	-0.6	1321
7	695	0.9	1374
8	647	0.6	1345

# Remaining list, next part:
No.	compound	T cell modulator	T cell modulator vesicle-bound %	Lipid droplet
9	O=C(O)COc1ccccc1/C=N/NC(=O)CSc1nnc(SCc2ccc(Cl)cc2)s1	i	34.4	-16.7
10	O=C(Nc1nnc(COc2ccc(Br)cc2)s1)c1ccco1	i	28.5	5.0
11	COC(=O)C1=C(C)NC(=S)NC1c1ccc(-c2cc(Cl)ccc2Cl)o1 (stereo unspecified)	i	31.9	-2.3
12	Cc1ccc(-c2c[n+](CC(=O)Nc3nc(-c4ccccc4)cs3)c3n2CCC3)cc1	i	26.9	17.1
13	CCCCNC(=O)Nc1ccc(C2SCCS2)cc1	i	58.4	-1.4
14	O=C(Nc1ccccc1)Nc1nnc(COc2ccccc2F)s1	i	59.1	5.0
15	N#CC(c1nc2ccccc2nc1N1CCOCC1)S(=O)(=O)c1ccccc1 (stereo unspecified)	i	28.1	3.2
16	COc1cccc(N2CN(C3CCCCC3)CNC2=S)c1	i	25.0	-22.2

No.	Lipid droplet cells 6.5 µM	b-catenin transl	b-catenin transl cell count 5 µM
9	592	0.3	1277
10	643	-0.5	1410
11	642	-0.3	1367
12	686	-0.3	1306
13	686	0.8	1308
14	725	1.3	1262
15	633	-4.5	1157
16	585	-3.1	1219

# (further entries)
No.	compound	T cell modulator	T cell modulator vesicle-bound %	Lipid droplet
17	COc1cc(O)c(C(CC(=O)N2CCCC(C)C2)c2ccc(N(C)C)cc2)c(OC)c1 (stereo unspecified)	i	39.0	-26.9
18	C[C@@]12CCC=C[C@H]1[C@H](c1ccc(F)c(/C=C/c3ccccc3)c1)N(Cc1ccccc1)C2=O	i	49.5	-7.4
19	COc1ccc(C2/C=C\CN(C(=O)C3CC3)[C@H](Cc3ccccc3)C(=O)N2Cc2ccc(F)cc2)cc1 (stereo partly specified)	i	31.5	13.4
20	O=c1[nH]c2c(Br)cnc([N+](=O)[O-])c2[nH]1	i	42.5	-1.9
21	COc1ccccc1OCCNC(=O)C(c1ccccc1)c1ccccc1	i	13.3	-15.7
22	CC(=O)N(CCC(c1ccco1)C(C)C)Cc1ccc(Cl)cc1 (stereo unspecified)	i	33.0	-8.5
23	Cc1nc(CSc2n[nH]c(=O)n2-c2ccccc2)cs1	i	10.5	-7.7
24	COc1cc2c(cc1OC)C1Cc3ccc(OC)c(OC)c3C[N+]1([O-])CC2 (stereo unspecified)	i	31.7	-2.4

No.	Lipid droplet cells 6.5 µM	b-catenin transl	b-catenin transl cell count 5 µM
17	738	-1.1	1176
18	665	-2.1	1123
19	670	-0.2	1154
20	694	-0.4	1315
21	747	0.1	1334
22	745	-0.8	1067
23	704	-1.0	1070
24	672	-1.1	1212

# The list goes on:
No.	compound	T cell modulator	T cell modulator vesicle-bound %	Lipid droplet
25	O=C(NNc1c(Cl)cncc1Cl)c1sccc1Cl	i	43.0	-7.4
26	O=C(Sc1ccccc1)c1cccc(Cn2cc(C(F)(F)F)ccc2=O)c1	i	38.3	-12.8
27	COc1ccc2cc1Oc1ccc(cc1)C[C@H]1c3cc(c(OC)cc3CCN1C)Oc1c(O)c(OC)cc3c1[C@H](C2)N(C)CC3	i	25.0	17.2
28	O=C(NC(=O)N1CCSCC1)c1c(Cl)cccc1Cl	i	23.9	1.0
29	COc1cc(OC)c2c(-c3ccccc3)cc(=O)oc2c1C(CCN1CCCC(C)C1)c1ccc2c(c1)OCO2 (stereo unspecified)	i	42.0	-4.4
30	NNC(=O)c1csc(CS(=O)(=O)c2ccc(Cl)cc2)n1	i	11.4	-72.9
31	CCOCCCNc1nc2c(C)cccn2c(=O)c1/C=C1\SC(=S)N(C(C)CC)C1=O (stereo unspecified)	i	57.2	86.3*
32	CS(=O)(=O)Nc1nc2n(n1)C(c1ccc(F)cc1)CC(c1ccccc1)N2 (stereo unspecified)	i	47.8	37.3
33	CCOC(=O)c1ccc(N=C2SC(C(=O)NC)CC(=O)N2CCc2ccccc2)cc1 (stereo unspecified)	i	44.2	-3.7

No.	Lipid droplet cells 6.5 µM	b-catenin transl	b-catenin transl cell count 5 µM
25	755	-1.3	1084
26	722	-0.6	1193
27	676	-0.3	1007
28	773	0.2	1278
29	624	-0.5	1177
30	577	0.8	1250
31	703*	-1.4	980
32	721	0.5	1295
33	687	-0.8	1325

# Structures shown so far with an aryl methoxy group (8):
No.	compound	T cell modulator	T cell modulator vesicle-bound %	Lipid droplet
6	CCN1CCN(c2cc(C)c3cc(NC(=O)c4cc(OC)cc(OC)c4)ccc3n2)CC1	i	28.5	31.8
16	COc1cccc(N2CN(C3CCCCC3)CNC2=S)c1	i	25.0	-22.2
17	COc1cc(O)c(C(CC(=O)N2CCCC(C)C2)c2ccc(N(C)C)cc2)c(OC)c1 (stereo unspecified)	i	39.0	-26.9
19	COc1ccc(C2/C=C\CN(C(=O)C3CC3)[C@H](Cc3ccccc3)C(=O)N2Cc2ccc(F)cc2)cc1 (stereo partly specified)	i	31.5	13.4
21	COc1ccccc1OCCNC(=O)C(c1ccccc1)c1ccccc1	i	13.3	-15.7
24	COc1cc2c(cc1OC)C1Cc3ccc(OC)c(OC)c3C[N+]1([O-])CC2 (stereo unspecified)	i	31.7	-2.4
27	COc1ccc2cc1Oc1ccc(cc1)C[C@H]1c3cc(c(OC)cc3CCN1C)Oc1c(O)c(OC)cc3c1[C@H](C2)N(C)CC3	i	25.0	17.2
29	COc1cc(OC)c2c(-c3ccccc3)cc(=O)oc2c1C(CCN1CCCC(C)C1)c1ccc2c(c1)OCO2 (stereo unspecified)	i	42.0	-4.4

No.	Lipid droplet cells 6.5 µM	b-catenin transl	b-catenin transl cell count 5 µM
6	702	-0.6	1321
16	585	-3.1	1219
17	738	-1.1	1176
19	670	-0.2	1154
21	747	0.1	1334
24	672	-1.1	1212
27	676	-0.3	1007
29	624	-0.5	1177

# These rows are one share of the data, so the mix of outcomes need not match the whole.
